DRD3 agonist = agonists of human D3 dopamine receptor; D3R DiscoveRx beta-arrestin cells, luminescence, 90 min; max activation, %; hit rate 0.58% among 410,000; AID 652048; in the data active = max activation above about 30%; also: 0% is about no effect; mostly tested at two doses, the higher about 12 µM
Target sequence (P35462 whole entry, looked up): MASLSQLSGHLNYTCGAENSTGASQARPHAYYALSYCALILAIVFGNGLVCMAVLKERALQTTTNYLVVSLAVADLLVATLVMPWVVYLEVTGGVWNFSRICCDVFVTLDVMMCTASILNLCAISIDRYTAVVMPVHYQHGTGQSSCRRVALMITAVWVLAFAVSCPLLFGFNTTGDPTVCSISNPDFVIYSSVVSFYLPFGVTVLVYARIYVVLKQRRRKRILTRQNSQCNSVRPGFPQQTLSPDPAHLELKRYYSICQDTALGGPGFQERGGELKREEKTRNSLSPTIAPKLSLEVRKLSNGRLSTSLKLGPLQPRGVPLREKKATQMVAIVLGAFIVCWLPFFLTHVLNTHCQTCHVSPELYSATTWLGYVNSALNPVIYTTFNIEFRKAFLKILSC
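Cells at 1500/well, incubated overnight, then treated with pinned compounds (dopamine as control) for 90 min at 37 degrees C. DiscoveRx reagent added for 30 - 60 minutes at room temperature; luminescence read.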
DRD3 antagonist = antagonists of human D3 dopamine receptor | P35462 | D3R cells, DiscoveRx beta-arrestin luminescence, antagonist mode; hits give low values | max response, negative = inhibition, % | hit rate 2.5% among 360,000; in the data active = max response below about -50%; inconclusive = no clear call, values can overlap the other calls; also: % is scaled to controls: 0 for no effect and ±100 for the full control effect; mostly tested at two doses, the higher about 12 µM
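Cells plated overnight at 1500 cells/well, then exposed to library compounds with dopamine controls for 90 minutes at 37 degrees C. DiscoveRx reagent added for 30–60 minutes at room temperature; luminescence read, quantitative HTS format.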
aSyn rescue = rescues yeast growth from alpha-synuclein toxicity. Yeast expressing alpha-synuclein, growth rescue, BacTiter-Glo, 24 h. Potency, µM (highest dose often 46.1 µM), for the others: top-dose growth rescue (activation), most hits filed as activators. hit rate 0.14% among 370,000. AID 652106; also: potency is read from the fitted curve at half-maximal effect; % of control where 0% means no effect; nearly all actives have a fitted effect of over 65% in size
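Rescue of yeast growth: cells expressing toxic alpha-synuclein, induced in galactose at OD600 0.02, incubated with compound 24 h at 30 C. ATP luminescence quantified growth; inhibitors of toxicity appear as activators.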
EPAC2 antagonist = antagonists of human EPAC2. Q8WZA2. Potency, µM (doses to about 114 µM), inactives show at the highest dose activity, negative = inhibition, actives largely listed as inhibitors. hit rate 0.18% among 360,000. EPAC2 GEF exchange of Rap1B-BODIPY-GDP, fluorescence; also: potency is read from the fitted curve at half-maximal effect; % is scaled to controls: 0 for no effect and ±100 for the full control effect; nearly all actives have a fitted effect of over 45% in size; many of its hits are not listed in these tables
TDP43 rescue = TDP-43 toxicity inhibition in yeast; AID 652104; hit rate 1.8% among 410,000; TDP-43 expressing yeast growth rescue, BacTiter-Glo, 24 h; Potency, µM (top dose mostly 46.1 µM), without a hit: top-dose growth rescue (activation), most hits filed as activators; also: potency is read from the fitted curve at half-maximal effect; % of control where 0% means no effect; nearly all actives have a fitted effect of over 50% in size
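Galactose-induced TDP-43 yeast, OD600=0.02, compound pinned; 24 hr, 30 deg C; BacTiter-Glo luminescence for growth. Inhibitors of TDP-43 toxicity read as activators.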
FUS suppressor = rescues growth of FUS-expressing yeast | Potency, µM (titrated, usually from 76.6 µM), for inactives: at the highest dose growth rescue (activation), most hits filed as activators | hit rate 0.24% among 390,000 | AID 1347120 | S. cerevisiae FUS-expressing, growth rescue, OD600, 24 h;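 also: potency is read from the fitted curve at half-maximal effect; plate controls were DMSO vehicle for no effect and reference control for full effect; nearly all actives have a fitted effect of over 55% in size; some results filed as inactive show a strong effect at the top dose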
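Toxicity suppression screen in FUS-yeast. Cells induced with 2% galactose, starting OD 0.005, treated 24hr at 30C with compounds at multiple final concentrations; growth by OD600.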
EPAC2 ag = agonists of human EPAC2 (RAPGEF4). Q8WZA2. EPAC2 activation, biochemical qHTS; response scale: 100% = 6.5 mM cAMP response. Potency, µM (series often up to 154 µM), without a hit: top-dose activation, most hits filed as activators. hit rate 0.079% among 360,000. AID 720711; also: potency is read from the fitted curve at half-maximal effect; nearly all actives have a fitted effect of over 50% in size
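Nucleotide exchange monitored as fluorescence drop when BODIPY-GDP leaves Rap1B. Reaction: 100 nM EPAC2, 250 nM RAP1B-BODIPY-GDP, 50 uM GDP, room temperature, kinetic read over 30 min. Activity expressed relative to 6.5 mM cAMP.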
Abeta rescue = A-beta toxicity reversal in yeast | yeast expressing A-beta42, growth rescue, OD600, 48 h; response scale: 0% DMSO, 100% iron-clioquinol control | hit rate 0.063% among 410,000 | AID 1347071 | Potency, µM (titrated, usually from 46.1 µM), inactives show at the highest dose growth rescue, actives largely listed as activators; also: potency is read from the fitted curve at half-maximal effect; nearly all actives have a fitted effect of over 55% in size
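Yeast growth medium received pinned compounds, then yeast cells expressing toxic A-beta were added; plates incubated at 30 C for 48 hr. Growth read as absorbance at 600 nm, normalized to DMSO and equimolar FeCl3 plus clioquinol controls.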
* marks the source's active call; other numbers are inactive results; ? = inconclusive; / = no result given; & = joins results of further samples; [ ] = remark or other dose. Unless noted, calls follow the shape of the dose curve; as a rule, active = well fitted curve in the direction sought with a large enough effect; inconclusive = small, poorly fitted or top-dose-only effect, or another doubt; inactive = no such curve, though single readings can be large; an effect the other way counts as inactive or inconclusive. The list is partial; rates above refer to the full screens.

SMILES	DRD3 agonist	DRD3 antagonist	aSyn rescue	EPAC2 antagonist	TDP43 rescue	FUS suppressor	EPAC2 ag	Abeta rescue
S=C(NCc1ccco1)Nc1ccc(Br)cc1Cl	-3	10	-89%[inhibitor]	-13%	7%[9.22 µM]	1%	7%	-5%
NS(=O)(=O)c1ccc(NC(=O)c2cc(-c3cc(Cl)ccc3O)n[nH]2)cc1	-3	6	4%	-1%	-9%	18%	-4%	-17%
CCOC(=O)/C(C#N)=C/c1c(N2CCN(c3ccccc3)CC2)nc2c(C)cccn2c1=O	3	4	2%	10%	12%	-26%	12%	6%
CC1CN(c2ccc([N+](=O)[O-])cc2C#N)CC(C)O1 (stereo unspecified)	4	15	-5%	-3%	4%	-5%	4%	-10%
CCCN(C(=O)c1cc2c(=O)oc3ccccc3c2s1)c1cccc(Cl)c1	3	/	/	/	1%	14%	/	-10%
O=C(COc1ccc(Cl)cc1Cl)Nc1cccc2cccnc12	-9	/	/	/	-1%	-11%	/	-8%
CC[C@@H](C)[C@H](NC(=O)OCc1ccccc1)c1nnc([C@@H](NC(=O)OCc2ccccc2)[C@@H](C)CC)o1	1	11	-12%	2%	-8%	-36%	-3%	-4%
CCOC(=O)N1CCN(C(=O)C2CCCN(c3nc4ccc(OCC)cc4s3)C2)CC1 (stereo unspecified)	-3	-20	15%	4%	18%	21%	-1%	3%
Cc1ccc(C2CC(=O)N3CN(c4ccc(Br)cc4)CSC3=C2C#N)o1 (stereo unspecified)	0	-4	-8%	0%	-5%	18%	5%	-8%
CCc1ccc(NC(=O)Cn2cc(S(=O)(=O)c3ccc(F)cc3)c(=O)c3cc(OC)ccc32)cc1	1	/	/	/	23%	-14%	/	5%
O=C(CSc1cn[nH]n1)Nc1nc2ccccc2s1	-2	0	3%	-11%	12%	0%	0%	-10%
CN(CC(=O)NCc1ccc(F)cc1)Cc1cccc(Cl)c1	-11	?	0%	-12%	-2%	3%	9%	-8%
Cc1cccc([C@@H]2[C@@H]3C(=O)N(Cc4ccccc4)C(=O)[C@@H]3[C@]3(Cc4ccc(Cl)cc4)C(=O)N(c4cccc(Br)c4)C(=O)N23)c1	1	-10	-1%	14%	-9%	11%	-7%	0%
CCS(=O)(=O)CCSc1nc2ccccc2s1	-4	0	7%	-4%[57.1 µM]	-9%	8%	-11%	-9%
COC(=O)[C@]12CCCCC=C1N(Cc1ccccc1)C(=O)[C@H](CC(=O)NCc1ccc(OC)c(OC)c1)C2	2	0	-3%	-2%	13%	24%	12%	2%
CCOC(=O)n1c(=O)n(Cc2ccccc2)c2ccccc21	3	-12	2%	-3%	18%	/	6%	-25%
O=C(N/N=C/c1ccc(Br)cc1)c1ccc(F)cc1	-7	-2	-6%	-8%	17%	-13%	6%	22%
O=C(CCOc1ccccc1)NCC(c1ccco1)N1CCCCC1 (stereo unspecified)	0	-12	3%	2%	9%	15%	-6%	14%
O=C(CSc1nc2ccccc2s1)NCC1CCCO1 (stereo unspecified)	6	-2	-4%	10%	12%	27%	22%	-5%
CSc1oc(-c2ccccc2)nc1C(N)=O	3	5	1%	7%	-7%	10%	6%	1%
Cc1cc(C)n2c(NC3CCCC3)c(-c3ccc(F)cc3)nc2n1	5	-10	-5%	5%	0%	-3%	11%	-1%
CC(=O)c1ccc(OCc2cc(C(=O)NC(C)c3cnn(C)c3)no2)cc1 (stereo unspecified)	4	7	3%	2%	16%	3%	-1%	-15%
O=C(Nc1ccc(NC(=O)c2ccccc2Br)cc1)c1ccccc1	-1	-5	1%	14%	15%	-25%	27%	3%
COc1ccccc1C(=O)Nc1ccnn1C1CCN(CCCC2CCCC2)CC1	-18	-4	10%	-6%	0%	-5%	1%	2%
CCOCCCNC(=O)CSc1ccccc1	0	14	-2%	-2%	13%	6%	3%	-6%
Cc1nc(NCCCN2CCOCC2)c2oc3ccccc3c2n1	1	0	3%	2%	18%	/	0%	7%
C[C@@H]1CN([C@@H](C)CO)S(=O)(=O)c2ccc(Br)cc2O[C@H]1CN(C)Cc1ccccn1	-6	19	-1%	0%	8%	-19%	9%	-3%
Cc1cccc(NC(=S)N(CCN(C)C)C(C)c2cccnc2)c1 (stereo unspecified)	4	6	-3%	-24%	-15%[9.22 µM]	20%	7%	-20%
CC(C)(C)OC(=O)N1CCOCCOCCNCCOCCOCC1	-8	2	-15%	7%	-4%	10%	-5%	2%
CCN1C(=O)/C(=C/N2CC(C)CC(C)C2)SC1=S (stereo unspecified)	4	18	-1%	13%	18%	3%	8%	7%
Cn1c(=O)c2c(-c3ccccc3)n3c(c2n(C)c1=O)C(c1ccco1)Nc1ccccc1-3 (stereo unspecified)	-12	/	/	/	3%	-24%	/	-15%
CSCCCNC(=S)N1CCN(S(=O)(=O)c2cccc(C(F)(F)F)c2)CC1	5	-8	1%	4%	0%	/	-12%	4%
Cc1ccc(S(=O)(=O)Nc2ccccc2)cc1[N+](=O)[O-]	-4	-3	4%	-1%	?	/	-2%	-14%
Cc1ccc(CNC(=O)c2cc(-c3ccccc3C)nn2CC2CC(c3cccnc3)=NO2)cc1 (stereo unspecified)	-7	10	0%	5%	?	39%	12%	2%
O=C(CSc1nnc(CNC(=O)c2ccc(F)cc2)o1)NCc1ccc2c(c1)OCO2	1	16	4%	4%	5%	4%	-5%	-2%
Cc1cc(CNC(=O)C2CCC(=O)N(Cc3cccc(C(F)(F)F)c3)C2)no1 (stereo unspecified)	0	-10	0%	6%	11%	/	16%	-14%
COc1ccc(CNC(=O)C2CCCN(C(=O)Nc3ccccc3OC)C2)cc1 (stereo unspecified)	4	1	1%	3%	-7%	4%	8%	-8%
CSc1ncccc1C(=O)NC1CCCCCCC1	-1	?	-2%	1%	-13%	10%	4%	-35%
O=C(CCN1CCN(c2ccccc2)CC1)N/N=C/c1ccccc1OC(F)F	-21	-70*	3%	-3%	-14%[9.22 µM]	22%	-4%	3%
CCN(C[C@H]1N[C@@](CC)(C(=O)OC)[C@H]2C(=O)N(C)C(=O)[C@@H]12)S(=O)(=O)c1ccc(C(C)(C)C)cc1	-13	6	-1%	-13%	-2%	31%	-2%	-14%
O=C(NCCN1CCCCC1)c1ccc(=O)oc1	-14	20	-3%	-3%	15%	17%	10%	0%
Cc1ccc(Cl)cc1N1CCN(C(=O)C2CCN(c3nnc(-n4cccc4)s3)CC2)CC1	2	-6	0%	6%	?	17%	3%	5%
CCCC[C@@H]1CNCCN1CCc1cc(C(F)(F)F)cc(C(F)(F)F)c1	-26	37	-12%	11%	0%	?	-3%	0%
Cc1ccc(Cn2cccc2C2=NC(C)CO2)cc1 (stereo unspecified)	1	-11	0%	0%	-1%	2%	1%	22%
CC(=O)Nc1ccc(Sc2ccccc2C(=O)O)cn1	-6	?	7%	5%	13%	-18%	10%	12%
COC(=O)c1ccc(NC(=S)NCCCn2ccnc2)cc1	7	-7	4%	6%	-14%	3%	11%	4%
COc1ccc(N(CC(=O)N2CCN(c3cc(C)ccc3C)CC2)S(=O)(=O)c2c(C)noc2C)cc1	-1&1	-11	3%	-2%	3%&13%	-3%&7%	0%	-7%&3%
Cc1ccn2c(=O)nc(SCC(=O)N3CCN(c4ccccc4)CC3)nc2c1	3	15	-1%	1%	-7%	22%	-3%	-21%
CC(NC(=O)c1cncc(Br)c1)c1ccc(S(N)(=O)=O)cc1 (stereo unspecified)	-2	4	-1%	-2%	10%	-5%	0%	7%
Cc1ncsc1CCC(=O)N1CCCC(C(=O)c2cccc(Cl)c2)C1 (stereo unspecified)	1	8	7%	-6%	20%	0%	-4%	-3%
CCOC(=O)C(C)c1ccc2cc(OC)ccc2c1 (stereo unspecified)	-2	9	-11%	?	-26%	10%	-13%	-3%
COc1cc(OC)cc(C(=O)OCC(=O)Nc2ccc(N3CCCCC3)cc2)c1	2	5	1%	13%	1%	26%	-5%	13%
COc1ccc(CCNC(=O)Cc2cccs2)cc1	1	2	3%	3%	18%	0%	7%	4%
Cc1ccc(N(CCC#N)C(=O)COC(=O)c2ccccc2SCC(=O)N2CCCC2)cc1	4	9	1%	18%	1%	19%	2%	-2%
N#CCCn1cc(/C=N/N=C2\NC(=O)C(CC(=O)O)S2)c(-c2ccc(F)cc2)n1 (stereo unspecified)	4	12	3%	-6%	6%	0%	-8%	-12%
Cc1cc(C)cc(Nc2ncc3c(n2)CC(c2ccco2)CC3=O)c1 (stereo unspecified)	16	8	-16%	-1%	16µM*	?	3%	-14%
Cc1ccc(C(=O)COC(=O)CSc2cccc3cccnc23)c(C)c1	-10	-2	22%	2%	-7%	27%	8%	-21%
COc1ccc(NC(=O)[C@H](CCS(C)(=O)=O)N2Cc3ccccc3C2=O)c(OC)c1	2	1	-2%	5%	0%	8%	7%	6%
CN(C(=O)c1sc2nc(N3CCOCC3)c3c(c2c1N)CCCC3)c1ccccc1	4	48	2%	1%	-14%	22%	-15%	?
Cc1c(N=Cc2ccc(-c3ccc(Cl)cc3)o2)c(=O)n(-c2ccccc2)n1C	7	10	2%	11%	17%	-21%	6%	18%
Cc1nc2scc(-c3ccc(Cl)cc3)c2c(=O)n1N	4	21	0%	12%	11%	9%	2%	-26%
CN(C)c1c(F)cc(C(=O)NC(=O)NCc2cccnc2)cc1F	8	18	5%	4%	15%	-2%	-6%	10%
O=C(Nc1ccc(-c2nc3ncccc3o2)cc1)c1ccc([N+](=O)[O-])o1	-16	-4	-4%	2%	-15%	14%	5%	-18%

Two records picked at random from the list so far:
SMILES	DRD3 agonist	DRD3 antagonist	aSyn rescue	EPAC2 antagonist	TDP43 rescue	FUS suppressor	EPAC2 ag	Abeta rescue
Cc1cc(C)cc(Nc2ncc3c(n2)CC(c2ccco2)CC3=O)c1 (stereo unspecified)	16	8	-16%	-1%	16µM*	?	3%	-14%
Cc1ccn2c(=O)nc(SCC(=O)N3CCN(c4ccccc4)CC3)nc2c1	3	15	-1%	1%	-7%	22%	-3%	-21%

An excerpt from above in order of SMILES length, low to high.
SMILES	DRD3 agonist	DRD3 antagonist	aSyn rescue	EPAC2 antagonist	TDP43 rescue	FUS suppressor	EPAC2 ag	Abeta rescue
Cc1ccn2c(=O)nc(SCC(=O)N3CCN(c4ccccc4)CC3)nc2c1	3	15	-1%	1%	-7%	22%	-3%	-21%
CCCC[C@@H]1CNCCN1CCc1cc(C(F)(F)F)cc(C(F)(F)F)c1	-26	37	-12%	11%	0%	?	-3%	0%
CN(C(=O)c1sc2nc(N3CCOCC3)c3c(c2c1N)CCCC3)c1ccccc1	4	48	2%	1%	-14%	22%	-15%	?
